Assay outcomes (PubChem BioAssay)
M. tuberculosis HTS – M. tuberculosis growth inhibition, HTS (AID 449762); one-dose inhibition, % at 25 µM; IC50 in µM for titrated hits; M. tuberculosis H37Rv growth inhibition, 7H9 media; higher % means a stronger effect; actives 0.59% (n = 330,000); in the data active = a potency from the dose series; inconclusive = inhibition above about 70% without an active follow-up result;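 also: bacterial growth assessed after seven days of incubation; strong numbers were not always called active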
M. tuberculosis – growth inhibition of non-replicating M. tuberculosis (AID 488890) | Mycobacterium tuberculosis non-replicating, growth inhibition; higher % means a stronger effect | inhibition, % at 25 µM, or IC50 in µM where a hit was titrated | actives 0.39% (n = 320,000); in the data active = a potency from the dose series; inconclusive = inhibition mostly from about 82% at the one dose, without a potency; inactive = the rest, 99 in 100 with inhibition below about 76%;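 also: plate controls were DMSO cells for no effect and high antibiotic wells for full effect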
Salmonella PhoP GFP – Inhibition of PhoP regulon, Salmonella typhi GFP reporter cells, confirmation, 4 h (AID 1850); Salmonella Typhi PhoP-promoter GFP reporter, fluorescence, 4 h; higher % means a stronger effect; one-dose inhibition, % at 50 µM; IC50 in µM for titrated hits; actives 0.33% (n = 310,000); in the data active = a potency from the dose series; inconclusive = inhibition mostly from about 25% at the one dose, without a potency; inactive = the rest, 99 in 100 with inhibition below about 19%;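 also: 0% = induced wells with vehicle and 100% = uninduced wells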
inhibitors of VEEV – inhibitors of VEEV TC-83 cytopathic effect, confirmation, Vero cells (AID 588727). Vero cells, VEEV TC-83 cytopathic effect inhibition; higher % means a stronger effect. inhibition, % at 20 µM; hits with a dose series show IC50 in µM. actives 0.13% (n = 350,000); in the data active = a potency from the dose series; inconclusive = inhibition mostly from about 14% at the one dose, without a potency; inactive = the rest, 99 in 100 with inhibition below about 12%; also: strong numbers were not always called active
influenza NS1A – H1N1 influenza NS1A inhibitors, functional cell based assay (AID 504329) | NS1A functional cell-based assay, percent inhibition; higher % means a stronger effect | one-dose inhibition, % at 12.5 µM; IC50 in µM for titrated hits | actives 0.3% (n = 340,000); in the data active = a potency from the dose series; inconclusive = inhibition above about 27% without an active follow-up result; also: strong numbers were not always called active
inhibitors of VEEV 10K pilot screen – further read-out of inhibitors of VEEV, marked with its call; inhibition, %; measured here: 10K pilot screen inhibition
* hit, by the source's call; i = inactive; ? = inconclusive; . = no result given; & = joins results of further samples.

SMILES	M. tuberculosis HTS	M. tuberculosis	Salmonella PhoP GFP	inhibitors of VEEV	influenza NS1A	others
CN(C(=O)c1cccc(S(=O)(=O)N2CCCCC2)c1)C1CCS(=O)(=O)C1 (stereo not drawn)	-12%	-9%	6%	1.8%	-3%
CCN(C(=O)c1cccs1)c1nc(-c2ccc(OC)cc2)cs1	?	-6%	-3%	5.9%	7%
COc1cc(C(=O)NC(=S)Nc2ccc3c(c2)OCO3)cc(OC)c1OC	3%	12%	-1%	3.3%	.
Cc1ccccc1CC1(CO)CCCN(C(=O)c2ccccc2N(C)C)C1 (stereo not drawn)	-9%	-10%	0%	3.2%	-14%
COc1ccc2oc(C(=O)Nc3nnc(C)s3)c(C)c2c1	-6%	-6%	.	2.6%	0%
O=C1Nc2ccccc2C1Cc1ccc(OC(F)(F)F)cc1 (stereo not drawn)	-7%	6%	7%	11%	2%
Cc1cccc(CSc2nnc([C@@H]3CCCN3)o2)c1	-6%	?	1%	0.3%	-7%
CN(C)c1ccc(C(=O)OCC(=O)NCCCc2ccccc2)cc1	8%	8%	-9%	1.1%	0%
O=C(Nc1cccnc1)Nc1ccccn1	-3%	-1%	-3%	0.7%	-12%
O=C(NC1CCCCC1)c1cccnc1Sc1ccccc1Cl	-7%	-4%	9%	i	6%
CCOc1ccc(NC(=O)c2cccc(OC(=S)N3CCOCC3)c2)cc1	25%	-11%	11%	1.5%	3%
Cc1ccc(OCCC(=O)OC(C)C(=O)Nc2ccc(Cl)cn2)cc1 (stereo not drawn)	?	?	12%	1.1%	10%
COc1ccc(Nc2cc3n(c(=O)n2)CCc2cc(OC)c(OC)cc2-3)c(C)c1	-2%	8%	-8%	1.4%	-17%
COc1ccc(C)cc1NC(=O)C1CCN(S(C)(=O)=O)CC1	4%	-2%	-3%	0.5%	-1%
O=C(Cn1nc(C(F)F)cc1C1CC1)NCCC1=CCCCC1	6%	17%	-1%	i	-6%
O=C(COC(=O)c1ccc(S(=O)(=O)N2CCCCCC2)cc1)NCc1ccc(F)cc1	.	.	.	0.9%	-6%
CC(C)(C)OC(=O)CNC(=O)c1nc[nH]c1C(=O)N1CCN(c2ccccc2)CC1	?	27%	-17%	0.5%	-8%
CCNc1oc(/C=C/c2ccc(OCC)cc2)nc1C#N	13%	72%	-8%	6.7%	-6%
Cc1ccc(-c2nc(N(C)C3CCN(C)CC3)c3ccccc3n2)cc1	66%	?	21%	27%	28%
[O-][n+]1c(/C=C/c2ccccc2)ccc2ccccc21	5%	50%	0%	34%	0%
CCc1cc(=O)oc2cc(C)cc(OC(C)C(=O)NCCCn3ccnc3)c12 (stereo not drawn)	5%	6%	5%	i	-8%
O=C(COC(=O)c1n[nH]c2ccccc12)Nc1cccc(S(=O)(=O)N2CCOCC2)c1	.	.	.	6.9%	1%
Cc1cccnc1CN1CCN(C(=O)c2cc(COc3ccc4ncccc4c3)on2)CC1	-3%	30%	12%	i	-2%
CC1c2[nH]c3ccccc3c2C[C@H]2C(=O)N(CCO)CC(=O)N12 (stereo partly drawn)	8%	-4%	7%	0.2%	-18%
O=C(CSc1nc2ncc(Cl)cc2[nH]1)N(Cc1ccccc1)C1CCS(=O)(=O)C1 (stereo not drawn)	0%	6%	7%	0.7%	8%
(cont.)
SMILES	M. tuberculosis HTS	M. tuberculosis	Salmonella PhoP GFP	inhibitors of VEEV	influenza NS1A	others
CCOC(=O)Cc1nn(C(C)C)c(=O)c2ccccc12	2%	15%	1%	0.5%	-5%
NS(=O)(=O)c1ccc(CNS(=O)(=O)Cc2ccc(Cl)cc2)cc1	-7%	9%	-3%	0.5%	-5%
COc1cccc(/C=N/NC(=O)c2cccc([N+](=O)[O-])c2)c1OS(=O)(=O)c1ccc(C)cc1	64%	10%	-5%	6.3%	6%
O=C(C1=C[C@@H]2[C@H]3C(=O)N(c4ccccc4Cl)C(=O)[C@H]3[C@@H](C(=O)c3ccc(Cl)cc3)N2C=C1)c1ccccc1	3%	20%	8%	.	.
CCOc1cccc(-c2c(C(=O)N/N=C/c3ccco3)nnn2-c2nonc2N)c1	3%	19%	-7%	i	3%
COc1ccc(OC)c(NC(=O)c2cc3sccc3n2C)c1	-2%	33%	-6%	1.1%	5%	inhibitors of VEEV 10K pilot screen=4.5
CCCCC1S/C(=N/N=C/c2cccs2)NC1=O (stereo not drawn)	4%	54%	-12%	0.1%	-3%
CC(=O)N1CC=C2C(C#N)=C(N)C(C#N)(C#N)[C@H](c3ccoc3)[C@H]2C1	-4%	-1%	2%	0.1%	-1%
COc1ccc(OCC(O)CN2CCN(Cc3ccc4c(c3)OCO4)CC2)cc1 (stereo not drawn)	0%	17%	-5%	1.1%	4%
O=C(N/N=C/c1ccccc1F)C(=O)N1CCCCCC1	10%	-10%	-6%	1.9%	1%
Cc1cccc(N(CC(=O)N2CCCCCC2)S(C)(=O)=O)c1	5%	19%	-6%	i	0%
Cc1cccc2c(=O)c(C(=O)NCc3ccc(F)cc3)c[nH]c12	7%	0%	-10%	1.9%	-3%
O=Cc1cccc(OCc2cccc3ccccc23)c1	26%	?	1%	3.4%	-2%
CCc1ccc(NC(=O)C2CCN(C(=O)[C@@H]3Cc4ccccc4CN3)CC2)cc1	3%	31%	-10%	1.0%	10%
Cc1cc(NC(=O)C2CCCC2)n(-c2nc3ccccc3[nH]2)n1	4%	?	1%	1.5%	9%
COC(=O)c1ccsc1NC(=O)CS(=O)(=O)c1ccccc1	-2%	30%	16%	8.3%	3%
O=C(CCS(=O)CCC(=O)NCc1ccccc1)NCc1ccccc1	1%	-18%	1%	0.2%	-7%
N/C(Cc1cccs1)=N\OC(=O)COc1ccc(Br)cc1Cl	11%	30%	2%	4.9%	-11%
COc1ccc(NC(=O)CCC(=O)Nc2nnc(C(F)(F)F)s2)c(OC)c1	-7%	-9%	-1%	1.9%	4%
CCCC(=O)Nc1nnc(SCC(=O)N2C(C)CCCC2C)s1 (stereo not drawn)	4%	0%	5%	i	4%
Cc1ccc(-c2nc3sc4c(c3c(=O)n2N)CCCC4)cc1	2%	30%	-3%	0.7%	1%
Cc1occc1-c1n[nH]c(=S)n1CC(C)C	4%	-4%	-8%	0.3%	-2%
O=C1/C(=C\c2cccnc2)SC(=S)N1C1CCS(=O)(=O)C1 (stereo not drawn)	10%	37%	12%	11%	2%
O=C(NNc1ncnc2sccc12)c1ccc(Cl)cc1	-3%	-8%	7%	0.3%	.
CCOc1ccc(S(=O)(=O)N2CCCCC2)cc1NC(=O)CN1C(=O)NC(CC)(c2ccccc2)C1=O (stereo not drawn)	7%	21%	-7%	3.0%	-6%

Fetched one by one from the list above:
SMILES	M. tuberculosis HTS	M. tuberculosis	Salmonella PhoP GFP	inhibitors of VEEV	influenza NS1A	others
O=C(C1=C[C@@H]2[C@H]3C(=O)N(c4ccccc4Cl)C(=O)[C@H]3[C@@H](C(=O)c3ccc(Cl)cc3)N2C=C1)c1ccccc1	3%	20%	8%	.	.
CCCCC1S/C(=N/N=C/c2cccs2)NC1=O (stereo not drawn)	4%	54%	-12%	0.1%	-3%

Among those listed so far, these have a CF3 group.
SMILES	M. tuberculosis HTS	M. tuberculosis	Salmonella PhoP GFP	inhibitors of VEEV	influenza NS1A	others
O=C1Nc2ccccc2C1Cc1ccc(OC(F)(F)F)cc1 (stereo not drawn)	-7%	6%	7%	11%	2%
COc1ccc(NC(=O)CCC(=O)Nc2nnc(C(F)(F)F)s2)c(OC)c1	-7%	-9%	-1%	1.9%	4%

The listing picks up, starting two compounds before the break.
SMILES	M. tuberculosis HTS	M. tuberculosis	Salmonella PhoP GFP	inhibitors of VEEV	influenza NS1A	others
O=C(NNc1ncnc2sccc12)c1ccc(Cl)cc1	-3%	-8%	7%	0.3%	.
CCOc1ccc(S(=O)(=O)N2CCCCC2)cc1NC(=O)CN1C(=O)NC(CC)(c2ccccc2)C1=O (stereo not drawn)	7%	21%	-7%	3.0%	-6%
CN(C)Cc1cc(C(C)(C)C)cc(C(C)(C)C)c1O	-2%	-3%	0%	0.9%	-12%
Cc1ccsc1CNCCc1ccc(F)cc1	-1%	38%	20%	i	-9%
Cc1c(CC(=O)O)c(=O)oc2cc3oc4c(c3cc12)CCCC4	-4%	5%	12%	2.0%	-1%
CCN(CC)CCOC(=O)C1(C2CCCCC2)CCCCC1	-3%	26%	0%&-1%	i	5%
O=C(CCOc1cccc(Br)c1)Nc1ccc(F)c(S(=O)(=O)N2CCOCC2)c1	.	.	.	2.6%	-9%
Cn1c(COc2ccc3ccccc3c2)nnc1SCC(=O)O	-11%	-9%	4%	0.8%	0%
Cc1ccc(NC(=O)c2ccc(=O)[nH]n2)cc1S(=O)(=O)Nc1ccc(SC(F)F)cc1	0%	6%	.	0.8%	1%
O=C1NCCOC(=O)[C@H](Cc2ccc(F)cc2)C/C=C\C[C@@H]1CC(=O)N(CCO)Cc1ccccc1	-1%	20%	.	0.3%	8%
COc1ccc(Nc2nnc(SCC(=O)Nc3cc(C)on3)s2)cc1	.	.	.	i	4%
CCOC(=O)C1=C(C)c2ccccc2OC1(CC)C(=O)OCC (stereo not drawn)	.	.	.	i	14%
Nc1nc(CN2CCN(Cc3ccccc3)CC2)nc(Nc2ccc3c(c2)OCCO3)n1	-6%	74%	-8%	6.1%	11%
O=C(c1ccc(Cl)s1)N1CCCC1	-7%	.	2%	1.9%	6%	inhibitors of VEEV 10K pilot screen=1.1
O=C1C2C(c3ccccc3)=NN(c3ccccc3)C2C(=O)N1c1ccccc1 (stereo not drawn)	4%	-7%	-11%	i	-1%
O=c1c(Cl)c(NS(=O)(=O)c2ccccc2)cnn1-c1ccccc1	-5%	8%	-2%	0.1%	11%
COc1ccc(N2C(=O)C(Cl)=C(Nc3ccccc3O)C2=O)cc1	14µM*	79%	-28%	9.5%	-9%
O=C(c1cc(-c2ccc(Cl)s2)nc2ccccc12)N1CCCC1	-1%	-5%	-3%	7.4%	-1%
COCCn1c(C)cc(C(=O)COC(=O)c2c(C)nn(Cc3ccccc3)c2C)c1C	21%	44%	0%	i	5%
CC(C)CN(C(=O)CN(C)CC(=O)Nc1ccc(Cl)c(C(F)(F)F)c1)c1c(N)n(CC(C)C)c(=O)[nH]c1=O	-1%	-5%	.	10.0%	-3%
COc1ccccc1C(=O)NNC(=O)c1ccc(NC(=O)C(C)C)cc1	.	.	.	4.4%	1%
CCN1CCN(CC(=O)N2CCCC(C(=O)c3ccc(Oc4ccccc4)cc3)C2)CC1 (stereo not drawn)	-6%	-4%	1%	0.2%	5%
CCOc1ccccc1NC(C)C(=O)NC(=O)NC1CCCCC1 (stereo not drawn)	-2%	-27%	.	4.1%	0%
Cc1c(-n2c(SCC(=O)C(C)(C)C)nc3ccccc3c2=O)c(=O)n(-c2ccccc2)n1C	-11%	-1%	58%	i	-2%
CCCc1cc(=O)[nH]c(SCC(=O)N2CCC(C(=O)OCC)CC2)n1	4%	-11%	-1%	0.9%	5%
O=C(NC1CCCCCC1)c1ccccc1-c1ccccc1	18µM*	51%	-6%	0.7%	3%
COC(=O)C1C(=O)/C(=C(/C)N2CCCC2)C(=O)CC1(C)C (stereo not drawn)	11%	-3%	5%	i	-3%
Next entries follow.
SMILES	M. tuberculosis HTS	M. tuberculosis	Salmonella PhoP GFP	inhibitors of VEEV	influenza NS1A	others
COCCNC(=O)c1ccc(-n2c(SCc3cccnc3)nc3ccccc3c2=O)cc1	-6%	17%	12%	5.1%	11%
Cc1cc(C=NCCO)c(C)n1-c1cc(Cl)ccc1Cl	10%	14%	-16%	0.6%	-3%
O=C(Cn1c(SCC(=O)N2CCc3ccccc32)nc2ccccc21)NC1CCCC1	2%	3%	-32%	0.2%	0%	inhibitors of VEEV 10K pilot screen=1.2
CCOc1ccc(NC(=O)C2C3CCC4C(CCC32)C4(Cl)Cl)cc1 (stereo not drawn)	5%	-19%	-9%	i	1%
CCn1c(C)nc2cc(C(N)=O)ccc21	-2%	-5%	-14%	0.2%	-16%
O=C(NNC(=O)c1sccc1-n1cccc1)c1ccc(F)cc1	13%	12%	-11%	1.6%	-8%
COc1cc2c(cc1NC(=S)NC(=O)c1c(OC)cccc1OC)oc1ccccc12	3%	6%	-7%	0.8%	-1%
C[n+]1ccccc1N1CCN(c2ccccc2Cl)CC1	0%	5%	4%	i	8%
CC(C)N(CC#CCC1(O)c2ccccc2-c2ccccc21)C(C)C	-8%	-2%	-10%	i	1%
CC(C)COC(=O)N1C[C@H](O)C[C@H]1C(=O)Nc1ccc(Cl)cc1	-6%	5%	-1%	0.5%	-3%
O=C(C1=C(O)/C(=C/c2ccc(O)cc2)CCC1)C(F)(F)F	?	51%	-9%	2.1%	-4%
C[N+](C)(C)CCN(Cc1ccc(Cl)cc1)c1ccccn1	7%	-1%	1%	5.0%	2%
